# Bioassay records from PubChem BioAssay.
# hcDAF-12 act – activates DAF-12 receptor from parasite H. contortus. HEK293 hcDAF-12 lit1-tk-luc reporter, luminescence; 0% DMSO, 100% Δ7-dafachronic acid. activation, % at 6.8 µM. 1.4% of 370,000 active;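 active = activation above the mean of all tested compounds plus 3 SD, cut at about 5.5% in these data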;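 also: 100% = response to 3 µM Δ7-dafachronic acid high control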
# ADAM17 inh – ADAM17 inhibition, QFRET primary screen; inhibition, % at 6.95 µM; recombinant ADAM17, EDANS/DABCYL FRET peptide cleavage; P78536; 0.83% of 370,000 active;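 active = inhibition above the mean of compounds lying between control limits plus 3 SD, set per campaign, cut at about 8.5% in these data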;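 also: 0% = DMSO-only wells as the low control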
# FXN GAA850 act – frataxin GAA850 promoter activation. 0.56% of 360,000 active. activation, % at 6 µM. AID 540364. HEK293 lucGAA850 FXN promoter luciferase reporter, 24 h; percent of 10 µM SAHA response;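 active = activation above the average of all compounds screened plus 3 SD, cutoff fixed separately per campaign, cut at about 7.5% in these data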;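 also: 0% = DMSO wells and 100% = 10 µM SAHA wells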
# PLC-beta3 inh – inhibitors of human phospholipase C beta3; Q01970; Purified PLC-beta3, fluorogenic substrate, fluorescence; inhibition, % at 12.2 µM; 0.18% of 370,000 active; in the data active = inhibition above about 11%;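 also: 0% = median of compound wells on plate and 100% = full blocker control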
# DAX1 inh-1 – NR0B1 (DAX1) inhibition | 0.99% of 340,000 active | HEK293 Gal4-DAX1 luciferase reporter, luminescence | P51843 | inhibition, % at 6.75 µM | AID 504766;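 active = inhibition above the mean over all tested compounds plus 3 SD, cut at about 4.2% in these data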;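 also: 0% = DAX1-transfected cells with DMSO and 100% = empty-vector control cells with DMSO; inhibition shows as a rise in luminescence from relieved DAX1 repression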
# hgDAF-12 ag – activates the H. glycines DAF-12 receptor ligand-binding domain; HEK293 GAL4-hgDAF12 UAS-luciferase reporter, agonist luminescence; normalized to butyrate control; activation, % at 6.8 µM; 1.8% of 370,000 active; AID 687014;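 active = activation above a cutoff set at the mean of all screened compounds plus 3 SD, cut at about 10% in these data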;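 also: 0% = DMSO wells and 100% = sodium butyrate wells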
# ssDAF-12 act – S. stercoralis DAF-12 activation, primary screen | HEK293 ssDAF-12/GRIP1 lit1-tk-luc reporter, luminescence; % of 3 µM dafachronic acid response | activation, % at 6.8 µM | 1% of 370,000 active | AID 652126;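 active = activation above the mean over all tested compounds plus 3 SD, cut at about 0.9% in these data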;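 also: 0% = DMSO-only wells and 100% = 3 µM delta7-dafachronic acid wells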
# sPLA2-III inh – Blocks human group III sPLA2 activity. Q9NZ20. QFRET BODIPY PC-A2 liposome hydrolysis, fluorescence. inhibition, % at 12.2 µM. 0.56% of 370,000 active;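 active = inhibition above mean plus 3 SD of compounds lying within the high and low control bounds, cut at about 19% in these data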;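 also: 0% = median of test compound wells and 100% = no enzyme DMSO wells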
# Target sequence (Q9NZ20 whole entry, looked up): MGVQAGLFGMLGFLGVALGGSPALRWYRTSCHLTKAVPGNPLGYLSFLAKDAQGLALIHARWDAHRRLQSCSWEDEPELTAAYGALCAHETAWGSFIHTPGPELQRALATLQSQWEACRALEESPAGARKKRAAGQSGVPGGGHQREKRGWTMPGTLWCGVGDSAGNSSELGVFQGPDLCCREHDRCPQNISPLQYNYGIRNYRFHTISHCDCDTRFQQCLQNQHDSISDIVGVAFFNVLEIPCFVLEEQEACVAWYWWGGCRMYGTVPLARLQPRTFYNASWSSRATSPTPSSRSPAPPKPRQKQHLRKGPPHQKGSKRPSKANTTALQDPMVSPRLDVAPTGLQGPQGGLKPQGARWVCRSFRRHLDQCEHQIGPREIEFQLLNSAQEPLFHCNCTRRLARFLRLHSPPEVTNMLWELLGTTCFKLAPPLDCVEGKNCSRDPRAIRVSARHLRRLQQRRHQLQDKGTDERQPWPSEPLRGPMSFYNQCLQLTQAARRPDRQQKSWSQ
# ADAM10 inh – ADAM10 inhibition, QFRET primary screen; O14672; recombinant ADAM10, EDANS/DABCYL FRET peptide cleavage, 3 h; inhibition, % at 7 µM; 0.62% of 370,000 active; AID 720582;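 active = inhibition above a per-campaign cutoff equal to the mean of compounds falling between control-based bounds plus 3 SD, cut at about 20% in these data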;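 also: 0% = DMSO wells while the 100% control is not disclosed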
# Target sequence (O14672 214-748 limits assumed): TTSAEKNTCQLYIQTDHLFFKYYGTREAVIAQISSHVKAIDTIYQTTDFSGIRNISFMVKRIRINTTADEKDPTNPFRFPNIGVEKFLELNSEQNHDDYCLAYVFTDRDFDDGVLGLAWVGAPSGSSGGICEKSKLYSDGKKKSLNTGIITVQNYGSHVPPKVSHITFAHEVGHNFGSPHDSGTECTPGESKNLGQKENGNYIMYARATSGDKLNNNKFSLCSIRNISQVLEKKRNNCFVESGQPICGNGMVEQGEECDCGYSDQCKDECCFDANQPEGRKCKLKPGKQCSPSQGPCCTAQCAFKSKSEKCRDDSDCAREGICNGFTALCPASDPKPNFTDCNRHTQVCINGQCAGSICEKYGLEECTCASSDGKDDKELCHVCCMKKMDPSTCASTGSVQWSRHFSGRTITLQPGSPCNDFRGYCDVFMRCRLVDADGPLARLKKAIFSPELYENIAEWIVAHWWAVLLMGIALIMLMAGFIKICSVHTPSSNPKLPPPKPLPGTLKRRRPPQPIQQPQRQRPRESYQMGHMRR
# DAX1 inh-2 – DAX1 (NR0B1) inhibition, primary screen; HEK293T StAR-luciferase reporter, SF-1/DAX-1 repression relief; inhibition, % at 6.8 µM; 1.1% of 370,000 active; AID 652010;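 active = inhibition above the mean over all tested compounds plus 3 SD, cut at about 3.6% in these data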;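 also: 0% = DAX-1 cells with DMSO and 100% = cells lacking DAX-1 with DMSO; higher inhibition means more luminescence from relief of DAX-1 repression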
# PLCg1 inh – blocks human PLC-gamma1 enzyme activity. P19174. purified PLC-gamma1, fluorogenic substrate, fluorescence. inhibition, % at 12.2 µM. 0.84% of 370,000 active. AID 720700; in the data active = inhibition above about 9.5%
# An asterisk follows results filed as active; . = not tested or not shown.
nr	SMILES	hcDAF-12 act	ADAM17 inh	FXN GAA850 act	PLC-beta3 inh	DAX1 inh-1	hgDAF-12 ag
1	O=C1CN(C(=O)CNC(=O)c2cccc(Cl)c2)c2ccccc2N1	-1.3	-4	-1.6	4	3.2	0.5
2	COc1cccc(NC(=O)CCNS(=O)(=O)c2ccc3c(c2)oc(=O)n3C)c1	2.8	-3	0.5	-4	0.0	0.3
3	CCC(=O)Nc1ccc(NC(=O)c2oc3ccccc3c2C)cc1	-6.9	4	-9.7	-17	-1.4	-9.4
4	CC(=O)Nc1ccc(C(=O)n2cnc3cc(C)c(C)cc32)cc1	-0.7	1	-0.8	6	-0.3	1.2
5	CN1CCN(C(=O)CN2C(=O)CC(C)(C)S(=O)(=O)c3ccccc32)CC1	-1.1	1	-0.1	1	0.8	-1.0
6	COc1ccc(NC(=O)CSc2nnc3n2CCCCC3)cc1S(=O)(=O)N1CCOCC1	-0.2	-5	2.2	-4	-0.6	2.4
7	CCC(CC)C(=O)Nc1cccc(S(=O)(=O)c2cccc(NC(=O)C(CC)CC)c2)c1	-1.1	-1	2.1	6	-0.7	-1.1
8	COc1ccc(C(C(=O)NC2CCCC2)N(C(=O)c2snc(C(N)=O)c2N)C2CCCC2)cc1OC (stereo unspecified)	-2.0	-15	-2.2	-33	-1.8	1.2
9	Nc1ccc2c(c1)C(=O)c1cc(N)c(Cl)cc1-2	1.7	1	-0.1	6	-0.6	10
10	CC1(C)Cc2c(cnn2-c2cccc(F)c2)C(NC(=O)c2ccc(=O)[nH]n2)C1 (stereo unspecified)	0.3	-2	1.9	-7	-0.5	-0.9
11	COc1ccc(NC(=O)c2ccc(=O)oc2)cc1	1.6	-2	0.6	-9	1.3	-1.6
12	CCOC(=O)NC(c1cccc(Cl)c1)C1CCCCCC1=O (stereo unspecified)	-1.5	-1	2.4	4	-1.4	2.0
13	O=c1cc(CN2CCCCC2)c2c(ccc3ccccc32)o1	0.8	-22	.	-34	.	-2.9
14	O=C(Nc1nnc(-c2ccccc2Cl)s1)C1CCN(S(=O)(=O)c2ccc(Cl)cc2)CC1	-2.3	1	2.1	4	-0.6	-0.1
15	COc1ccccc1-c1nc(SCC(=O)Nc2ccccc2)n[nH]1	2.5	2	3.0	-7	0.3	-0.3

nr	ssDAF-12 act	sPLA2-III inh	ADAM10 inh	DAX1 inh-2	PLCg1 inh
1	-0.9	2	-4	0.6	-1
2	-0.1	5	-1	0.1	1
3	-3.1	-7	10	-0.9	-8
4	-1.6	-3	8	-0.7	7
5	-1.4	0	10	1.2	4
6	-1.1	6	-12	1.7	0
7	-1.4	-1	1	-0.4	3
8	-1.2	-7	-40	0.6	-20
9	-0.5	29*	6	-0.1	3
10	-1.3	-39	0	0.9	6
11	-0.4	-5	1	0.0	-4
12	-1.3	-1	5	-0.4	0
13	-1.1	2	-91	-0.4	-22
14	-1.7	-3	4	-0.2	-1
15	-0.5	0	-6	-0.9	0

# Remaining list, next part
nr	SMILES	hcDAF-12 act	ADAM17 inh	FXN GAA850 act	PLC-beta3 inh	DAX1 inh-1	hgDAF-12 ag
16	CC1(c2ccccc2)CC(C)(C)N(C(=O)c2cc([N+](=O)[O-])cc([N+](=O)[O-])c2)c2ccccc21 (stereo unspecified)	-2.1	-3	-0.1	0	-0.3	1.2
17	CSCCC(C(=O)NC1CCCC1)n1c(C2CCCC2)nc2ccccc21 (stereo unspecified)	3.6	-8	.	-17	.	1.9
18	C=CCN1C(=O)c2ccc(C(=O)N(C)CC(=O)Nc3c(C)cccc3C)cc2C1=O	-2.0	-1	-0.4	1	0.7	1.2
19	CCOC(=O)c1c(N)sc2c1CCSC2	-0.4	-17	1.4	-28	1.0	3.2
20	CCOC(=O)C1(CCCc2ccccc2)CCN(C(=O)C2=C(C)OCCO2)CC1	-2.4	-4	-2.8	-1	-1.0	1.8
21	CC(=O)Nn1cnc2c(c1=O)C1(CCCC1)Cc1ccccc1-2	-0.3	-4	0.7	-2	-0.9	-0.5
22	Cc1ccccc1NC(=O)c1cc2c(=O)n3cccc(C)c3nc2s1	-2.3	-2	-1.3	-4	0.5	0.2
23	OC(CNCCN1CCNCC1)Cc1ccccc1 (stereo unspecified)	-0.7	-6	2.7	3	1.0	0.7
24	COc1ccc(/C=N/NC(=O)Nc2nonc2N)cc1	-1.3	0	4.3	1	1.4	3.1
25	O=C1N(Cc2cccnc2)C[C@@H]2C[C@@H](c3ccc4nonc4c3)N3CCC[C@@]123	0.8	-1	0.4	0	-0.4	-0.5
26	CCC(=O)c1ccc(OC(=O)c2ccc(Br)o2)cc1	-1.0	0	-1.0	2	-0.7	1.9
27	CC(=O)Nc1ccc(S(=O)(=O)Nc2ccc(S(=O)(=O)Nc3nc(C)cc(C)n3)cc2)cc1	0.1	-4	-0.6	-7	-1.3	0.3
28	COc1ccc(NC(=S)NC(NC(=O)c2ccc(Cl)cc2Cl)C(Cl)(Cl)Cl)c([N+](=O)[O-])c1 (stereo unspecified)	-2.7	8.8*	-0.8	3	0.7	-0.3
29	O=C(c1cc(S(=O)(=O)N2CCOCC2)ccc1Cl)N1CCc2ccccc2C1	-2.0	-6	2.0	-8	-0.2	-1.7
30	COc1ccc(-c2ccc(C(=O)NCc3ccc(N(C)C)cc3)c3occc23)c(C)c1	-0.9	5	3.0	-6	.	4.8

nr	ssDAF-12 act	sPLA2-III inh	ADAM10 inh	DAX1 inh-2	PLCg1 inh
16	-0.7	-1	-8	-0.1	1
17	-0.4	7	-61	0.7	-19
18	-0.8	-4	-1	-1.7	1
19	-0.9	1	-35	-0.1	-21
20	-2.7	-9	5	-1.0	-1
21	-1.2	-4	-8	-0.8	-2
22	-1.4	-2	-9	0.0	-4
23	-0.5	9	-3	0.0	-1
24	-0.7	5	-11	-0.1	2
25	-1.1	-3	2	0.2	-1
26	-1.5	1	4	-0.2	-1
27	-1.3	2	-2	-0.1	-3
28	-1.6	3	22*	0.1	3
29	-1.0	5	-12	-1.8	2
30	-1.5	3	17	-0.6	-4

# Quoted at random: three entries already listed.
nr	SMILES	hcDAF-12 act	ADAM17 inh	FXN GAA850 act	PLC-beta3 inh	DAX1 inh-1	hgDAF-12 ag
19	CCOC(=O)c1c(N)sc2c1CCSC2	-0.4	-17	1.4	-28	1.0	3.2
7	CCC(CC)C(=O)Nc1cccc(S(=O)(=O)c2cccc(NC(=O)C(CC)CC)c2)c1	-1.1	-1	2.1	6	-0.7	-1.1
9	Nc1ccc2c(c1)C(=O)c1cc(N)c(Cl)cc1-2	1.7	1	-0.1	6	-0.6	10

nr	ssDAF-12 act	sPLA2-III inh	ADAM10 inh	DAX1 inh-2	PLCg1 inh
19	-0.9	1	-35	-0.1	-21
7	-1.4	-1	1	-0.4	3
9	-0.5	29*	6	-0.1	3

# (continued)
nr	SMILES	hcDAF-12 act	ADAM17 inh	FXN GAA850 act	PLC-beta3 inh	DAX1 inh-1	hgDAF-12 ag
31	COc1cc(CN2C[C@@H](CO)O[C@@H](n3cnc4c(NCCCO)ncnc43)C2)cc(OC)c1OC	4.8	2	0.0	2	.	-1.2
32	Fc1ccc(/C=N/N2CCN(Cc3ccccc3)CC2)cc1	-1.6	-1	1.4	-2	1.9	2.3
33	CCOC(=O)N1CCN(c2c(-c3ccc(C(C)C)cc3)c(=O)c2=O)CC1	-1.6	2	1.8	-2	1.2	-1.2
34	O=C1C2CCCN2C(c2cccc(Br)c2)N1c1ccc(F)cc1 (stereo unspecified)	3.5	-2	0.7	-4	0.4	-3.2
35	COC(=O)/C(C#N)=C/c1c(N2CCN(Cc3ccc4c(c3)OCO4)CC2)nc2c(C)cccn2c1=O	-1.7	0	-0.1	-3	-0.7	-1.5
36	CC1(C(=O)NS(=O)(=O)c2ccc(C#N)cc2)CCN1C(=O)c1cccc2ccccc12 (stereo unspecified)	0.4	-5	-0.3	-2	.	-1.4
37	Cn1cnc([N+](=O)[O-])c1C(=O)Nc1cccc([N+](=O)[O-])c1	0.2	0	-0.3	-5	2.0	-0.4
38	O=C(COc1ccccc1Cl)NNC(=O)c1ccc(-n2cncn2)c([N+](=O)[O-])c1	0.7	0	1.2	-7	-0.3	6.3
39	CCOC(=O)c1sc2nc(NC(=O)COc3ccccc3)sc2c1C	-1.0	-2	-1.9	-7	-1.0	-2.2
40	CC(C)C(C(=O)NC1CCCC1)N1CCC(O)(c2ccc(Cl)cc2)CC1 (stereo unspecified)	-0.4	4	.	-3	.	-3.5
41	CC(C)Cc1nc(N2CCC(C(N)=O)CC2)c2nnn(Cc3ccccc3)c2n1	0.9	-3	-0.6	1	-0.2	-0.9
42	CCC(=O)Nc1ccc(Cl)c(NC(=O)c2ccc([N+](=O)[O-])cc2)c1	0.4	1	-0.3	1	0.2	-0.5
43	C=CCn1c(SCC(=O)NNC(=O)Nc2ccc(C)cc2)nnc1-c1ccccc1	0.0	2	-0.3	-4	1.6	0.1
44	O=C(O)c1ccc(NC(=S)NC(=O)c2ccc3ccccc3c2)cc1	1.4	-1	2.4	-3	0.4	2.8
45	CS(=O)(=O)c1ccc2nc(NC(=O)CCNC(=O)c3ccccc3Cl)sc2c1	1.4	-7	-0.1	-8	1.0	4.4

nr	ssDAF-12 act	sPLA2-III inh	ADAM10 inh	DAX1 inh-2	PLCg1 inh
31	-2.0	2	1	0.9	1
32	-1.4	-3	2	-0.4	5
33	-0.1	-2	-5	0.2	2
34	-0.8	9	-17	0.8	2
35	-1.0	-2	1	0.2	2
36	-1.2	2	-10	0.8	0
37	-1.4	-3	-5	0.2	1
38	-1.3	-4	-2	-2.1	-1
39	0.7	10	-3	0.9	0
40	-0.8	9	-3	1.0	0
41	-0.9	1	-5	-0.1	1
42	-1.8	1	-3	0.0	1
43	-1.6	-19	15	0.3	1
44	-1.0	6	-4	1.8	5
45	-0.6	11	-8	-0.8	0

# The listing continues:
nr	SMILES	hcDAF-12 act	ADAM17 inh	FXN GAA850 act	PLC-beta3 inh	DAX1 inh-1	hgDAF-12 ag
46	Cc1cccc(NC(NC(=O)Cc2ccccc2)C(Cl)(Cl)Cl)c1 (stereo unspecified)	0.5	3	0.2	6	1.7	1.4
47	COc1ccc(NC(=O)C2CCCN(S(=O)(=O)c3ccc4c(c3)CCCN4C(C)=O)C2)cc1 (stereo unspecified)	-3.6	1	0.5	-13	0.3	-0.8
48	CC(C)CCNC(=O)c1nn(Cc2ccccc2)c(=O)c2ccccc12	0.1	-4	0.4	-5	1.9	3.3
49	Cc1ccc(/C=N/Nc2nc3ccccc3[nH]2)s1	6.1*	-1	4.9	-29	0.1	9.8
50	Cc1c(Br)c(C(F)(F)F)nn1CC(=O)N(C)C1CCCCC1	2.3	2	-2.1	-1	1.0	-1.1
51	Cc1ccc(S(=O)(=O)N2[C@@H](c3ccc(F)cc3)C(C(=O)O)=CC[C@H]2c2ccc3c(c2)OCO3)cc1	0.3	-4	0.9	-8	-1.4	0.1

nr	ssDAF-12 act	sPLA2-III inh	ADAM10 inh	DAX1 inh-2	PLCg1 inh
46	-1.4	-17	16	-0.2	6
47	-1.5	0	3	-0.6	4
48	-0.6	8	-1	0.0	-1
49	0.9	13	-12	2.7	-27
50	-1.0	3	10	0.1	4
51	-1.2	-14	1	0.1	0
